High-throughput results from PubChem BioAssay.
Hsp70 displacement: Hsp70 inhibitors, probe displacement, primary screen, biochemical, fluorescence polarization (AID 583); 140,000 compounds, 0.06% hits; one-dose displacement, % at 20 µM; IC50 in µM for titrated hits; Hsp70 fluorescence polarization probe displacement, mP; higher % means a stronger effect; Heat shock 70 kDa protein 1A (Homo sapiens); in the data active means displacement above about 50%;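 further: plate controls were vehicle for no effect and reference ligand for full effect; a part of the inactive calls stands beside numbers as strong as those of hits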
Rat MKP-3 inhibitors: MKP-3 phosphatase inhibitors, primary screen, biochemical, rat enzyme, in vitro (AID 425); Dual specificity protein phosphatase 6 (Rattus norvegicus); recombinant MKP-3 phosphatase activity, fluorescence; higher % means a stronger effect; one-dose inhibition, % at 20 µM; IC50 in µM for titrated hits; 110,000 compounds, 0.17% hits; in the data active means inhibition above about 50%;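 further: plate controls were vehicle for no effect and reference inhibitor for full effect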
An asterisk follows results filed as active; . = not tested or not shown. Only part of the results is shown. The share of hits here may be higher or lower than overall.

Values run as follows: Hsp70 displacement, Rat MKP-3 inhibitors
> O=C(CSc1n[nH]c(-c2cccs2)n1)N1CCN(S(=O)(=O)c2ccccc2)CC1
 : -1.1%, 1.3%
> Fc1ccc(-c2noc(-c3ccccc3Cl)n2)cc1
 : -1.2%, -2.6%
> CCOCCCNC(=O)C1CCN(S(=O)(=O)N2CC(C)CC(C)C2)CC1 (stereo not given)
 : ., -3.5%
> Cc1ccc(S(=O)(=O)N2CCN(S(=O)(=O)N(C)C)CC2)c(C)c1
 : 0.8%, .
> CCN1C(=O)/C(=C2/C=CC=CN2C)SC1=S
 : -7.9%, -11.5%
> CC(C)CCNC(=O)CN(CCCN1CCOCC1)C(=O)Cn1nnc(-c2ccc(F)cc2)n1
 : 1.3%, -1.6%
> CCn1cc(S(=O)(=O)CC(=O)N2CCc3ccccc32)c2ccccc21
 : ., -5.1%
> COC(=O)c1nnc(-c2ccccc2)c(-c2ccccc2)n1
 : 2.8%, 0.8%
> O=C(CC(c1ccc(Cl)cc1)S(=O)(=O)c1ccccc1)c1ccccc1 (stereo not given)
 : 4.1%, -0.3%
> COC(=O)c1c(NC(=O)CN2CCN(C(=O)c3ccco3)CC2)c2c(C)cccc2n1C
 : 3.6%, 2.5%
> CC(C)(C)c1ccc(C(=O)Nc2ccccc2NC(=O)c2ccco2)cc1
 : 6.8%, .
> O=C(Cn1nnc2ccccc21)NC1CCCCC1
 : 10.5%, -13.0%
> Cc1ccc(-c2nc(-c3ccccn3)no2)cc1
 : -0.6%, -14.9%
> O=C(COc1ccc(F)cc1)OCCN1CCOCC1
 : 0.4%, -7.6%
> COc1ccc(CCNC(=O)c2c[nH]c3ccccc3c2=O)cc1OC
 : 3.2%, -6.7%
> CCOc1ccc(N/C=C(/C#N)c2nc(-c3cccc(OC)c3)cs2)cc1
 : -2.7%, 10.2%
> Cc1ccc2c(c1)N(CC(=O)Nc1ccc3c(c1)OCCO3)C(=O)CO2
 : 0.4%, -17.2%
> COc1ccc2c(c1)-c1nc(NC(=O)c3cccs3)sc1CC2
 : 1.0%, -9.0%
> CCCOP(=O)(OCCC)c1c([N+](=O)[O-])cc(C(F)(F)F)cc1[N+](=O)[O-]
 : -3.5%, .
> COc1ccc(Nc2ncc(C(=O)N3CCN(c4ccc(F)cc4)CC3)c3ccccc23)cc1
 : -0.8%, .
> O=C1S/C(=C\c2ccc(-c3ccccc3[N+](=O)[O-])o2)C(=O)N1c1cccc(Cl)c1
 : 2.4%, 6.7%
> O=C(NCCC1=CCCCC1)C1CCN(S(=O)(=O)c2cccc3nsnc23)CC1
 : 7.4%, 1.8%
> CN(C)c1ccc(NC(=O)Oc2ccccc2)cc1
 : 0.1%, .
> O=C(COc1ccccc1)N1CCN(C(=O)c2ccco2)CC1
 : 0.9%, .
> CC(=O)c1ccc(NS(=O)(=O)c2ccccc2[N+](=O)[O-])cc1
 : 1.0%, 1.2%
> c1ccc(-c2cnc(CSc3ncnc4sccc34)o2)cc1
 : -6.5%, 0.4%
> O=C(c1ccccc1)N1N=C(c2ccc([N+](=O)[O-])cc2)CC1(O)C(F)(F)F (stereo not given)
 : 2.1%, 3.2%
> CCOC(=O)/C(C#N)=C(/C)c1ccc(OC)cc1
 : 0.1%, -9.8%
> Cc1n(Cc2ccccc2)c2ccccc2[n+]1C
 : -0.8%, 3.8%
> Cc1ccc(-c2cc(C(F)F)nc(NCC3CCCO3)n2)cc1 (stereo not given)
 : 1.3%, -8.2%
> COc1ccc2nc(-c3ccc(N)cc3)[nH]c2c1
 : -1.1%, .
> O=C(Nc1ccccc1NC(=O)c1c(F)c(F)c(F)c(F)c1F)c1c(F)c(F)c(F)c(F)c1F
 : -1.5%, -4.3%
> O=C1NC(=O)N(c2ccc(I)cc2)C(=O)/C1=C\C=C\c1ccco1
 : -18.1%, 4.7%
> CCn1c(Cc2ccccc2)nnc1SCC(=O)Nc1nc(C)cs1
 : -2.0%, .
> CCOc1cc(C)nc(Oc2ccc(=O)[nH]n2)n1
 : -1.7%, 0.5%
> CCOC(=O)c1sc(NC(=O)CSc2nnc(-c3ccco3)n2CC)c(C(=O)OCC)c1C
 : -6.3%, -3.8%
> COc1ccc(C)cc1NC(=O)C(=O)NCCCO
 : 1.8%, 3.8%
> N#C/C(=N\Nc1ccccc1)C(=N)N1CCCCC1
 : 3.9%, .
> Cc1ccc2c(c1)c(=O)c1c3n2CCN(C(=O)CCl)C3CC1 (stereo not given)
 : 7.2%, .
> CC(C)CNC(=O)C1CCN(c2ccc(S(=O)(=O)N3CCOCC3)cc2)CC1
 : -3.5%, -6.3%
> COc1ccc(-c2nnc(SCC(=O)Nc3ccccc3OC)o2)cc1
 : 4.5%, 3.8%
> COc1ccc(C2NN=C(Cc3ccccc3)S2)cc1 (stereo not given)
 : 2.1%, 0.3%
> CCOC(=O)C1=C(C)N(C)C(=O)NC1c1cc2c(cc1Br)OCO2 (stereo not given)
 : -0.1%, -14.7%
> COc1cc(C2C(C#N)=C(N)Oc3cc(O)ccc32)cc(OC)c1OC (stereo not given)
 : 1.5%, .
> CCOc1cc(CNn2nnnc2N)ccc1OCC(=O)NC(C)(C)C
 : -2.9%, .
> Cc1cc(C)nc(SCc2nnc(SCc3ccccc3Cl)o2)n1
 : 1.2%, -5.7%
> O=C(CSc1nc2ccccc2[nH]1)Nc1cc(C(F)(F)F)ccc1N1CCOCC1
 : 4.1%, -8.0%
> CCOc1ccc(-c2noc(CCC(=O)NC)n2)cc1OCC
 : 1.7%, -14.4%
> O=C(Nc1ccc(-c2nc3ccccc3o2)cc1)c1ccc2c(c1)OCO2
 : -2.1%, 7.5%
> Cc1ccc(OCCOc2ccc(Cl)cc2/C=c2\sc3nc4ccccc4n3c2=O)cc1
 : -77.0%, 3.0%

Random excerpt: 2 records from the list.
Values run as follows: Hsp70 displacement, Rat MKP-3 inhibitors
> O=C1S/C(=C\c2ccc(-c3ccccc3[N+](=O)[O-])o2)C(=O)N1c1cccc(Cl)c1
 : 2.4%, 6.7%
> CCOc1ccc(N/C=C(/C#N)c2nc(-c3cccc(OC)c3)cs2)cc1
 : -2.7%, 10.2%

Other results follow.
Values run as follows: Hsp70 displacement, Rat MKP-3 inhibitors
> CC(C)CCOC(=O)c1n[nH]c([N+](=O)[O-])c1[N+](=O)[O-]
 : 1.5%, -2.7%
> COc1ccc2cc(CN(CC3COCCO3)S(=O)(=O)c3ccc(Cl)cc3)c(=O)[nH]c2c1 (stereo not given)
 : -3.2%, 1.7%
> CN(C)c1ccc(C2CC(c3cccs3)=NN2C(=O)CCC(=O)O)cc1 (stereo not given)
 : -5.4%, 2.7%
> NC(=O)c1nsc(C(=O)N(CC(=O)NCc2ccc3c(c2)OCO3)C2CCCC2)c1N
 : 0.3%, -12.4%
> COc1ccc(C(=O)N2CCN(Cc3ccccc3Cl)CC2)cc1
 : 4.4%, 4.1%
> COc1cc(NC(=O)COc2ccc(F)cc2)nc(OC)n1
 : 4.4%, 0.3%
> CC1=NN(c2ccc(C(=O)OC(C)C)cc2)C(=O)/C1=C\C=C\c1ccco1
 : 10.4%, .
> Nc1n[nH]c(-c2ccc(Br)cc2)c1Cl
 : -4.6%, 4.9%
> O=C(NCc1ccco1)c1cc2c(ccc3ccccc32)oc1=O
 : 1.6%, -0.4%
> CCOC(=O)c1c(NC(=O)CNCCOC)sc2c1CCCC2
 : 0.1%, .
> O=S(=O)(c1ccc(F)cc1)c1nc(-c2ccccc2F)oc1N1CCCCC1
 : 9.4%, .
> Cc1cc(Nc2cc(F)ccc2C)n2ncnc2n1
 : 2.0%, 3.0%
> CC12c3ccccc3C(C)(c3ccccc31)C1C(=O)N(c3cccc(C(=O)O)c3)C(=O)C12 (stereo not given)
 : 2.9%, -1.0%
> CCOC(=O)C1(CC)CC(CSc2nc3ccccc3[nH]2)OC1=O (stereo not given)
 : -4.1%, -1.9%
> NC1=NC(=O)C(CC(=O)Nc2cccc([N+](=O)[O-])c2)S1 (stereo not given)
 : 1.1%, -1.6%
> CC(C)(C)c1ccc(C(=O)Nc2ccc(N)cc2)cc1
 : -2.0%, 4.4%
> CCCCOC(=O)c1ccc(NC(=S)NC(NC(C)=O)C(Cl)(Cl)Cl)cc1 (stereo not given)
 : -3.1%, 1.6%
> CN(CC(=O)N1CCCC1)S(=O)(=O)c1cc(Cl)ccc1Cl
 : 1.3%, 3.9%
> OC(CN1CCCCC1)c1ccc2c(c1)OCCCO2 (stereo not given)
 : -1.6%, 4.4%
> CCc1ccc(C2CC(c3ccccc3)n3ncnc3N2)cc1 (stereo not given)
 : ., 5.4%
> CC1(C)OC(=O)C(=CNc2cccc(O)c2)C(=O)O1
 : 0.1%, -3.6%
> CC(=O)Oc1ccc(C(=O)Nc2cccc(-c3nc4ccccc4o3)c2)cc1
 : -1.6%, 2.1%
> CCOC(=O)C1=NNC(C(=O)c2ccc(OC)cc2)C1c1ccccc1Cl (stereo not given)
 : 0.2%, 2.1%
> CC(C)(C)C(=O)COc1cc2oc(=O)c3c(c2cc1Cl)CCC3
 : 2.3%, 2.8%
> O=C1N=C(N2CCOCC2)S/C1=C\c1ccc(O)cc1
 : -9.0%, 0.2%
> COc1ccccc1C1CC(c2ccc(Cl)cc2)Nc2ncnn21 (stereo not given)
 : -2.1%, -0.9%
> COc1ccc2cc(C(=O)O)ccc2c1
 : 2.0%, .
> O=C(NCc1ccccn1)c1ccc(COc2ccc(Cl)cc2)o1
 : 4.2%, -13.7%
> O=C(O)CCCCCN1C(=O)C(=O)/C(=C(/O)c2ccc([N+](=O)[O-])cc2)C1c1cccc(F)c1 (stereo not given)
 : 3.4%, 0.1%
> O=C1CC(c2ccc(Cl)cc2)CC2=C1C(c1cccs1)Nc1ccccc1N2 (stereo not given)
 : -0.5%, 1.8%
> CC(C)OC(=O)CSc1nnc(-c2ccccn2)n1C
 : 3.7%, -0.7%
> O=C1c2ccccc2C(=O)N1CSc1nnc2c(n1)[nH]c1ccccc12
 : -4.0%, 3.4%
> Cc1cc2c(ccc3[nH]onc32)n1
 : 4.5%, -17.5%
> c1ccc2sc(N3CCN(Cc4nnnn4CC4CCCO4)CC3)nc2c1 (stereo not given)
 : 0.2%, -8.9%
> COc1ccc(OC)c(NC(=O)CSc2ncccc2C(=O)O)c1
 : 1.6%, -2.1%
> CC(=O)c1cc2c(cc1NC(=O)Nc1cccc(Cl)c1)OCCO2
 : 11.9%, -9.1%
> Cc1cccc(C(=O)N/C(=C/c2ccc(Br)cc2)C(=O)NN)c1
 : 0.2%, 4.6%
> CC(C)COC(=O)N(C)c1ccc(C(O)(C(F)(F)F)C(F)(F)F)cc1
 : -1.1%, -11.7%
> COc1ccccc1N1CCN(C(=O)CN(c2ccc(Br)cc2)S(=O)(=O)c2ccccc2)CC1
 : 0.6%, -1.1%
> CC(C)(C)CC(=O)Nc1ccc(C(N)=O)cc1
 : 3.6%, .
> COc1ccccc1/C=N/N1C(=O)c2cccc3cccc(c23)C1=O
 : 0.2%, -1.7%
> COc1ccccc1N(CC(=O)Nc1cc(Cl)cc(Cl)c1)S(=O)(=O)c1ccccc1
 : -0.6%, 2.8%
> C/C(=N\NC(=S)NC(C)C)c1ccc(-n2ccnc2)cc1
 : -2.1%, .
> CCNc1nc(Oc2ccc(=O)[nH]n2)nc(SC)n1
 : -0.2%, -11.8%
> Cc1onc(-c2ccccc2)c1C(=O)N1CCN(S(=O)(=O)c2ccc3c(c2)OCCO3)CC1
 : 0.3%, 5.4%
> CCCSc1nc(C)c(CC(=O)O)c(=O)[nH]1
 : 7.4%, 2.5%
> Cc1cn([C@H]2C[C@H](N=[N+]=[N-])[C@@H](CO)O2)c(=O)[nH]c1=O
 : 29.1%, -5.7%
> Cc1ccc(NC(=O)c2c(N)sc3c2CCC3)c(C)c1
 : -4.9%, 4.8%
> CC(C)C(=O)N1c2ccccc2NC2=C(C(=O)CC(C)(C)C2)C1c1cccnc1 (stereo not given)
 : 2.0%, 1.1%
> Cc1cccc(NC(=O)C2CCN(S(=O)(=O)c3cccs3)CC2)c1
 : 3.2%, .

One compound at a time (already shown):
Cc1cc2c(ccc3[nH]onc32)n1 as listed: Hsp70 displacement: 4.5%; Rat MKP-3 inhibitors: -17.5%
CC(C)OC(=O)CSc1nnc(-c2ccccn2)n1C as listed: Hsp70 displacement: 3.7%; Rat MKP-3 inhibitors: -0.7%

The list goes on:
Values run as follows: Hsp70 displacement, Rat MKP-3 inhibitors
> COc1ccccc1/C=N/NC1=NCCCCC1
 : -2.7%, .
> Clc1ccc(-n2nnnc2-c2ccccc2)cc1
 : -3.6%, -9.6%
> Cn1cc(SCC(=O)NCC2CCCO2)c2ccccc21 (stereo not given)
 : 1.5%, 0.2%
> COc1ccc(OC)c(C(=O)c2oc3ccccc3c2NC(C)=O)c1
 : 2.1%, -1.9%
> O=C(O)c1cc(-c2ccco2)nc2ccc(Br)cc12
 : 12.6%, 12.1%
> O=C1/C(=C/c2ccc(Br)cc2)SC(=S)N1Nc1ccccc1
 : -5.1%, 2.6%
> CC(OCc1ccccc1)C(NC(=O)OC(C)(C)C)C(=O)NCCc1c[nH]c2ccccc12 (stereo not given)
 : 2.9%, 2.9%
> C=CCn1c(CCNC(=O)C(C)(C)C)nc2ccccc21
 : 14.5%, -2.0%
> CC(=O)c1ccc(N2CCCCCC2)c(F)c1
 : -0.7%, 2.0%
> CCOc1ccc(NC(=O)CCn2c(=O)[nH]c3ccsc3c2=O)cc1
 : -10.4%, .
> C=CCn1c(CC(=O)Nc2cccc(OC)c2)nnc1SCC(=O)NC1CCCCC1
 : ., -4.9%
> COc1ccc(NC(=O)C2=C(C)NC(=S)NC2c2ccc(C)cc2)cc1 (stereo not given)
 : -3.4%, 5.4%
> COc1cccc(CC(NC(C)=O)C(=O)NC2CCN(S(=O)(=O)c3cccc4ccccc34)CC2)c1 (stereo not given)
 : -0.9%, .
> [O-][N+]1=C(c2cccs2)CN(O)C1
 : -6.4%, -4.8%
> COC(=O)CN1C(=O)/C(=C\c2ccc(F)cc2)SC1=S
 : 1.4%, 4.8%
> COc1cc(NC(=O)c2cccs2)c(C(=O)OCC(=O)NC(=O)NCc2ccccc2)cc1OC
 : -1.6%, .
